PAX8 inh HTS: PAX8 transcriptional activity inhibition; RMG-I TPO-luciferase reporter, SteadyGlo, 24 h; inhibition, % at 12.6 µM; hit rate 1.2% among 360,000; AID 652154;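 active means mean replicate inhibition at least 60% with every replicate also reaching 60%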;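 further: luciferase light reporting Pax8 driven TPO promoter activity; plate controls were median of neutral control wells for no effect and mitoxantrone controls for full effect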
FN deposition inh: fibronectin deposition inhibition | AH1F fibroblasts, Alexa488-fibronectin deposition fluorescence, overnight | inhibition, % at 12.6 µM | hit rate 0.086% among 350,000 | AID 743247;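 active means mean inhibition across replicates of 30% or more, regardless of how many single replicates reach that level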;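 further: positive control wells lacked labelled fibronectin entirely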
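Assay system: AH1F fibroblasts assembling fluorescent fibronectin matrix; Amount: 10000 AH1F cells per well; Buffer or medium: DMEM, 2% serum; Probe or stimulus: Alexa488-fibronectin, 24 nM final in well; Doses: single compound dose, delivered by pin transfer; Incubation: 1 h adhesion, overnight exposure; Measured by: fluorescence 485/525 nm; Read-out: fibronectin deposition inhibition.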
LGR2 inh: inhibitors of bursicon-induced Drosophila LGR2 receptor cAMP signaling | HEK293 LGR2, CRE-luciferase, bursicon-stimulated, 4 h | inhibition, % at 9.99 µM | hit rate 0.35% among 380,000 | AID 720647;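 active means drop in luminescence signal, shown as inhibition above about 50% in the replicate tests, limit read from the data, passing the limit was not always enough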;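 further: agonist challenge used bursicon conditioned medium at about half maximal strength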
EWS-Fli inh: inhibitors of EWS/Fli oncoprotein transcriptional activity; inhibition, % at 12.6 µM; A673 NR0B1-luciferase reporter, viability-normalised; hit rate 0.67% among 350,000;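 active means mean inhibition of at least 50% after viability correction, with every replicate also passing that limit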;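 further: firefly luciferase signal divided by Alamar Blue viability fluorescence both relative to DMSO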
PGC1a acetyl inh: PGC1a acetylation modulation, inhibitor mode; U2OS PGC1a acetylation, AlphaScreen anti-acetyl-lysine; with virally co-expressed GCN5 acetyltransferase; inhibition, % at 15.6 µM; hit rate 0.17% among 350,000;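 active means every replicate shows inhibition of at least 40%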;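 further: 0% = neutral control wells and 100% = positive control wells; some results beyond the cut were filed as inactive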
Casp6 inh: blocks human caspase-6 cleavage activity. AID 686996. P55212. purified caspase-6, Z-VEID-R110 cleavage fluorescence. inhibition, % at 12.5 µM. hit rate 0.53% among 350,000;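 active means mean inhibition across replicates at least about 35%, with every replicate also reaching that limit, limit read from the data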;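 further: 0% = median of neutral control wells and 100% = no fluorescence left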
Target sequence (P55212 24-179 limits assumed): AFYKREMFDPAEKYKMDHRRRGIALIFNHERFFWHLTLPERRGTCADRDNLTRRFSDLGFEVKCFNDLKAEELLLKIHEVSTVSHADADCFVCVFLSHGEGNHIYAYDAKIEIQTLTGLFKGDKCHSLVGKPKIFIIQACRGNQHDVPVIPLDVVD
Target sequence (P55212 194-293 limits assumed): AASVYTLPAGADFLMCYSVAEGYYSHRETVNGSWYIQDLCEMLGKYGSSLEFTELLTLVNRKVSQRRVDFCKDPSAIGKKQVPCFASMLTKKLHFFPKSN
miR-122 sensor: inhibitors of miR-122 in Huh7 cells; activation (reporter increase), % at 12.5 µM; Huh7 miR-122 Renilla luciferase sensor, 48 h; neutral wells = 0, positive control = 100; AID 602342; hit rate 0.3% among 340,000;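 active means mean replicate activation score at least 90 and every replicate individually at or above 90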;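 further: higher luciferase means less miR-122 activity so hits act as miR-122 inhibitors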
Cneo AK release: causes C. neoformans cell lysis. AID 651654. hit rate 0.2% among 360,000. adenylate kinase release luminescence, 4 h; normalised: neutral wells 0, clomiphene wells 100. lysis activity, % at 15 µM;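 active means mean lysis activity across replicates of at least 80%, whatever share of replicates individually reach that level; inactive means mean lysis activity below 80%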
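Assay system: C. neoformans cells. Amount: yeast cell density of 5 × 10^6 cells/mL. Technique: AK luminescence. Buffer or medium: YPD. Times: static 4 h at 37 °C with compound, 1 h detection. Dosing: single-point compound dose. Read-out: lysis from increased AK signal.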
The depositor's hits bear a star; x = not tested or not shown; [ ] = dose if it differs, or a comment.

entry	structure	PAX8 inh HTS	FN deposition inh	LGR2 inh	EWS-Fli inh	PGC1a acetyl inh	Casp6 inh	miR-122 sensor	Cneo AK release
1	COc1ccccc1C(=O)NCCCNC(=O)c1cnccn1	5	2	9	0	0	-2	-2	-3
2	O=C(Cc1ccc(Br)cc1)Nc1ccc2[nH]ncc2c1	-22	3	-30	-7	8	-1	27	0
3	Cc1ccc(-n2ncc3c(SCC(N)=O)ncnc32)cc1C	4	9	-53	-89	-4	0	-5	-2
4	Cn1ccc2c(-c3ccc4[nH]ccc4c3)cc3c(c21)C1CCC3O1 (configuration not stated)	-41	8	8	-20	13	-2	8	1
5	O=C(Cc1ccccn1)c1ccc(O)cc1O	-15	11	-5	7	0	-2	x	-1
6	CCN1CCN(C(c2cccs2)C(C)NS(=O)(=O)c2ccc(C)cc2)CC1 (configuration not stated)	6	0	5	10	x	4	x	x
7	CCOC(=O)c1cc(/C(C)=N/OC(=O)c2ccc(C(C)(C)C)cc2)on1	18	-4	38	11	-11	-2	x	x
8	Cc1ccc(S(=O)(=O)Nc2ccc3c(c2)CC(=O)N([C@@H](C)CO)C[C@H](C)[C@@H](CN(C)C(=O)Nc2ccc(C(F)(F)F)cc2)O3)cc1	88*	x	8	9	-11	-2	-1[16.7 µM]	-22

Part of the list above, with values under each structure:
Every second line gives: PAX8 inh HTS	FN deposition inh	LGR2 inh	EWS-Fli inh	PGC1a acetyl inh	Casp6 inh	miR-122 sensor	Cneo AK release
#4 Cn1ccc2c(-c3ccc4[nH]ccc4c3)cc3c(c21)C1CCC3O1 (configuration not stated)
→ -41	8	8	-20	13	-2	8	1
#8 Cc1ccc(S(=O)(=O)Nc2ccc3c(c2)CC(=O)N([C@@H](C)CO)C[C@H](C)[C@@H](CN(C)C(=O)Nc2ccc(C(F)(F)F)cc2)O3)cc1
→ 88*	x	8	9	-11	-2	-1[16.7 µM]	-22

Further compounds follow:
entry	structure	PAX8 inh HTS	FN deposition inh	LGR2 inh	EWS-Fli inh	PGC1a acetyl inh	Casp6 inh	miR-122 sensor	Cneo AK release
9	CCCc1cc(=O)oc2c(C)c(OCC(=O)NCCN3CCOCC3)ccc12	-13	1	-3	-1	6	-6	-10	0
10	CC(C)N1CCCC(C)(C(=O)Nc2cccc(Oc3ccccc3)c2)C1 (configuration not stated)	-7	-4	-14	5	6	4	5	1
11	O=C(CN1C(=O)C2CCCCC2C1=O)Nc1nccs1 (configuration not stated)	-4	x	27	-5	x	0	x	x
12	C(=N\Nc1nc(N2CCCC2)nc(N2CCCC2)n1)/c1ccncc1	-18	x	28	1	1	0	x	x
13	Cc1cccc(S(=O)(=O)N2CCCCN3[C@@H](CO)[C@H](c4ccc(C#C[C@@H](C)O)cc4)[C@@H]3C2)c1	-6	x	12	9	-12	2	6[16.7 µM]	6
14	CC(C)OC(=O)c1nnc(Cc2ccc(F)cc2)o1	-6	-10	-19	3	3	-1	-2	3
15	COC(=O)C1(C(C[N+](=O)[O-])c2ccco2)C(=O)NCC1c1ccccc1 (configuration not stated)	9	-10	x	11	-17	0	-2	0
16	Cc1ccc(-n2cc(-c3ccccc3)c3c(NN4CCOCC4)ncnc32)cc1	41	5	15	7	-8	7	14	5

Single records, as listed above. Order of screens: PAX8 inh HTS, FN deposition inh, LGR2 inh, EWS-Fli inh, PGC1a acetyl inh, Casp6 inh, miR-122 sensor, Cneo AK release
`O=C(CN1C(=O)C2CCCCC2C1=O)Nc1nccs1` (configuration not stated) is entered as -4, x, 27, -5, x, 0, x, x
`CC(C)N1CCCC(C)(C(=O)Nc2cccc(Oc3ccccc3)c2)C1` (configuration not stated) is entered as -7, -4, -14, 5, 6, 4, 5, 1
`CC(C)OC(=O)c1nnc(Cc2ccc(F)cc2)o1` is entered as -6, -10, -19, 3, 3, -1, -2, 3

Next part.
entry	structure	PAX8 inh HTS	FN deposition inh	LGR2 inh	EWS-Fli inh	PGC1a acetyl inh	Casp6 inh	miR-122 sensor	Cneo AK release
17	CN1C[C@@H](O)COC[C@@H]2O[C@@H](CC(=O)N3CCN(c4ccccc4)CC3)CC[C@H]21	2	-4	-8	2	2	1	3[16.7 µM]	-3
18	O=C(/C=C(\Nc1cccc(Cl)c1)c1ccccc1)c1ccccc1	-241	-12	-75	-117	x	-2	x	x
19	COc1cc2c(cc1OC)[C@H](C)N(C(=O)NCc1ccccc1)CC2	-16	x	-22	0	1	-3	-5	-5
20	CO[C@@H]1CN(C)C(=O)c2cc(NC(C)=O)ccc2OC[C@H](C)N(C(=O)c2ccccc2)C[C@@H]1C	0	-32	3	0	x	0	1[16.7 µM]	-2
21	C[C@@H]1CN([C@@H](C)CO)C(=O)Cc2cc(NC(=O)Nc3ccc(C(F)(F)F)cc3)ccc2O[C@H]1CN(C)S(=O)(=O)c1ccc(F)cc1	94*	x	11	0	8	x	5[16.7 µM]	x
22	Oc1c(C(c2ccccn2)N2CCC(Cc3ccccc3)CC2)cc(Cl)c2cccnc12 (configuration not stated)	83*	2	x	34	x	5	x	x
23	CC(C)CC1C(=O)N(Cc2cn(Cc3ccco3)nn2)CCS(=O)(=O)N1Cc1ccc(-c2ccc(F)cc2)cc1 (configuration not stated)	32	1	12	22	-28	0	-4	0
24	CCn1c(SCC(=O)NC2CCCC2)nc2c(c1=O)SCC2	1	-1	7	-5	3	2	-3	5
25	O=C(NCC1CC1)[C@H]1[C@H](CO)[C@H]2Cn3c(ccc(-c4ccccc4F)c3=O)[C@@H]1N2Cc1ccccc1	-11	x	14	-30	x	x	-2[16.7 µM]	-1
26	COc1cc2c(c(OC)c1OC)C1(CCCCC1)CC2NC(=O)c1ccncc1 (configuration not stated)	5	4	6	-13	x	0	x	x
27	Clc1ccc(Cn2ncc3c(NCc4ccccc4)ncnc32)c(Cl)c1	-1	-3	4	37	x	-1	x	x
28	C[C@@H]1CCCCO[C@H](CN(C)S(=O)(=O)c2ccc(Cl)cc2)[C@H](C)CN([C@H](C)CO)C(=O)c2cc(NC(=O)C3CCCCC3)ccc2O1	29	4	13	1	-2	-1	-9[16.7 µM]	-2
29	CC(C)c1cn(CC[C@@H]2CC[C@@H](NC(=O)Nc3cc(Cl)cc(Cl)c3)[C@@H](CO)O2)nn1	12	-2	-11	5	2	0	-16[16.7 µM]	0
30	Cc1ccc(N(CC(=O)N2CCN(c3ccc(F)cc3)CC2)S(=O)(=O)c2c(C)noc2C)cc1	7	-4	-3	x	x	1	-10	0
31	COc1ccc(COc2ccsc2C(=O)Nc2ccc(Cl)cc2)cc1	x	7	-15	x	-2	x	7	3
32	O=C(NCC1CCCO1)c1ccc2c(c1)ncn2-c1cccc(F)c1 (configuration not stated)	-30	11	5	-18	1	1	1	-1

Part of the list above, with two lines to a compound.
Values run as follows: PAX8 inh HTS, FN deposition inh, LGR2 inh, EWS-Fli inh, PGC1a acetyl inh, Casp6 inh, miR-122 sensor, Cneo AK release
31. COc1ccc(COc2ccsc2C(=O)Nc2ccc(Cl)cc2)cc1
    x, 7, -15, x, -2, x, 7, 3
32. O=C(NCC1CCCO1)c1ccc2c(c1)ncn2-c1cccc(F)c1 (configuration not stated)
    -30, 11, 5, -18, 1, 1, 1, -1

Source: PubChem BioAssay (Broad Institute)
